High-throughput results as filed in PubChem.
CYP2C19 inhib: blockers of cytochrome P450 2C19 activity – biochemical, luminescence, ADME assay, primary screen | P33261 | CYP2C19 Supersomes, luciferin-H EGE luminescence, 30 min | inhibition, % at 5 µM | hit rate 21% among 96,000;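 active means CYP2C19 inhibition above a set limit at 5 µM in the primary screen, cut at about 50% in these data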;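 further: plate controls were negative control wells for no effect and 2.5 mM tranylcypromine positive control for full effect; values of inactives mirror those of a sister screen read the other way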
Target sequence (P33261 whole entry, looked up): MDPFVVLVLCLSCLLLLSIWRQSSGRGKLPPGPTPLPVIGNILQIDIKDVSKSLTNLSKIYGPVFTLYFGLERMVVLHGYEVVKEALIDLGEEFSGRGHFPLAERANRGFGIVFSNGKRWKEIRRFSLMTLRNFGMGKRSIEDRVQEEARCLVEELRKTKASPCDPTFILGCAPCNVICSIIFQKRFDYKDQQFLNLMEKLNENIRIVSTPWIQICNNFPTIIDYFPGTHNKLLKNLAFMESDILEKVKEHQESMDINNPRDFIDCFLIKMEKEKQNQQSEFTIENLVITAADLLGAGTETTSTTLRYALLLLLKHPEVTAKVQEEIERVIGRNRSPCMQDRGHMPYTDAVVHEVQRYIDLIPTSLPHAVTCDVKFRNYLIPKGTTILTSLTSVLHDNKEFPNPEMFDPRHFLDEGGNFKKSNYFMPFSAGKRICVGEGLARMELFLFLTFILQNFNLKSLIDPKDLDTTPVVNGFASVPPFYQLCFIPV
S1P2 blocker: human S1P2 receptor antagonists, primary screen, cell-based; AID 736, 2007; cell-based S1P2 antagonist assay, inhibition at 5 uM; hit rate 0.21% among 97,000; inhibition, % at 5 µM; in the data active means inhibition above about 45%;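 further: CRE beta-lactamase reporter cells expressing human S1P2 stimulated with S1P; 0% = agonist at EC80 alone and 100% = agonist plus reference antagonist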
PostGolgi ctrl: growth inhibition of yeast control strain, primary screen, counter-screen for post-Golgi transport modulator project; efflux-deficient yeast background strain, growth absorbance A615, 16 h; inhibition, % at 10 µM; hit rate 5% among 98,000; AID 738, 2007
DAT uptake mod: changed hDAT dopamine uptake under cocaine IC80, either direction, primary screen, cocaine antagonist project, cell-based, LLC-PK1 hDAT, [14C]-dopamine uptake, MLSMR; B-score at 10 µM; hit rate 1.3% among 110,000; LLC-PK1 hDAT cells, [14C]-dopamine uptake with cocaine IC80; actives deviate in either direction; Sodium-dependent dopamine transporter (Homo sapiens), Q01959; AID 449768, 2010;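 active means Z score or B-score, a plate-position-corrected score, falls beyond the plate's 99.7% confidence bounds, in either direction; inactive means both scores lie inside the 99.7% bounds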;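 further: scored against the spread of the other compound wells on the same plate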
CYP2C19 activ: human CYP2C19 activators, primary screen, biochemical, luminescence; activation factor at 5 µM; Cytochrome P450 2C19 (Homo sapiens), P33261; AID 1025, 2008; recombinant CYP2C19, luciferin-H EGE luminescence; active compounds read high; 0 = fully inhibited enzyme, 1 = untreated enzyme; 96,000 tested, under 10 active;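 active means activation factor of at least 2 at 5 µM in the primary screen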;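 further: 0 = wells with 2.5 mM tranylcypromine and 1 = vehicle-only wells; values of inactives mirror those of a sister screen read the other way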
S1P2 ag: S1P2 receptor agonists, primary screen, cell-based; S1P2-expressing cell line, agonist reporter read-out; activation, % at 4.5 µM; hit rate 0.46% among 97,000; Sphingosine 1-phosphate receptor 2 (Homo sapiens), O95136; AID 729, 2007; in the data active means activation above about 16%;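 further: 0% = vehicle low control and 100% = maximal reference agonist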
sEH act: soluble epoxide hydrolase activators, primary screen, biochemical, human sEH. purified human sEH enzymatic activity, activator screen. activation, % at 2 µM. hit rate 0.04% among 91,000; in the data active means activation above about 37%; further: values of inactives mirror those of a sister screen read the other way
Target sequence (P34913 whole entry, looked up): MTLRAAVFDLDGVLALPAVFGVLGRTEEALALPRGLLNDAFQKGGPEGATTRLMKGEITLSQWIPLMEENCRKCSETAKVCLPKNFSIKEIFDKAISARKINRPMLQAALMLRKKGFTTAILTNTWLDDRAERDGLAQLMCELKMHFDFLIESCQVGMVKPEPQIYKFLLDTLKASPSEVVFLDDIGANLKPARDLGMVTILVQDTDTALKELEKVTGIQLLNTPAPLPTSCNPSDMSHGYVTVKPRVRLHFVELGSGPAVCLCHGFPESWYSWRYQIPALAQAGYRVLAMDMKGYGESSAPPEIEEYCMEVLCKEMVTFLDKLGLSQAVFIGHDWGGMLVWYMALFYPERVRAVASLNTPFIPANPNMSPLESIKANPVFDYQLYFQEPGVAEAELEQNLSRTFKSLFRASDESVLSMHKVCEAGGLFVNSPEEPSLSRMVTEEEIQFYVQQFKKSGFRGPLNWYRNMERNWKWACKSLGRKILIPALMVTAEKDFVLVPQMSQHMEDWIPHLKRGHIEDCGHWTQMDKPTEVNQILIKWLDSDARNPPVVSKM
PostGolgi yeast: phenotypic screen on post-Golgi transport, primary screen. hit rate 0.9% among 98,000. post-Golgi transport phenotypic cell assay. inhibition, % at 10 µM;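 further: yeast cells grown in 1536-well plates; yeast grown about 18 h at 30C before absorbance read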
sEH inhibitor: soluble epoxide hydrolase inhibitors, primary screen, biochemical, human sEH; Bifunctional epoxide hydrolase 2 (Homo sapiens), P34913; recombinant human sEH enzymatic activity assay; inhibition, % at 2 µM; hit rate 0.34% among 91,000; AID 707, 2007; in the data active means inhibition above about 80%; further: values of inactives mirror those of a sister screen read the other way; many of its hits are not listed in these tables
The depositor's hits bear a star; / = not tested or not shown. Unless noted, no stated cut-off is given here; in the data, active means inhibition above about 30%; inactive means the rest.

1) CCn1c(-c2csc(-c3ccccc3)n2)n[nH]c1=S
2) CCCC(=O)Nc1cccc(-c2nc3ccccc3o2)c1
3) Cc1nn(C)c(C(=O)Nc2ccc(Cn3cccn3)cc2)c1[N+](=O)[O-]
4) CCOC(=O)c1cnc2c(-c3ccc(Cl)cc3)c(C)nn2c1N
5) Cc1cc(NC(=O)C(C)Oc2ccc(Cl)cc2Cl)n(-c2ccccc2)n1 (centres undefined)
6) CCc1c(C)nc2ncnn2c1Nc1ccc(C(C)=O)cc1

compound no.	1	2	3	4	5	6
CYP2C19 inhib	-1	9	18	/	75*	6
S1P2 blocker	-23	11	2	-12	-15	-7
PostGolgi ctrl	5	-4	11	/	23	-1
DAT uptake mod	-0.029	1.6	/	-0.23	-0.52	-0.77
CYP2C19 activ	1	0.9	0.8	/	0.3	0.9
S1P2 ag	3	-2	-6	-6	0	-2
sEH act	11	/	2	1	-10	2
PostGolgi yeast	3	-16	0	/	-4	-8
sEH inhibitor	-9	/	1	4	11	0

Only PostGolgi yeast, CYP2C19 activ and sEH inhibitor, for 2 of the compounds above:
nr | molecule | PostGolgi yeast | CYP2C19 activ | sEH inhibitor
2 | CCCC(=O)Nc1cccc(-c2nc3ccccc3o2)c1 | -16 | 0.9 | /
6 | CCc1c(C)nc2ncnn2c1Nc1ccc(C(C)=O)cc1 | -8 | 0.9 | 0

Next results follow.
7) O=C(NCCCN1CCCC1=O)c1cc(=O)c2ccccc2o1
8) CCn1c(CNC(=O)Cc2ccc(OC)cc2)nnc1SCC(=O)c1ccc(Br)cc1
9) CN(CC(=O)O/N=C(\N)c1ccccn1)S(=O)(=O)c1ccccc1
10) COCCn1c(=O)c2c3c(sc2n(CC(N)=O)c1=O)CCCC3
11) CC1CN(C(=O)c2ccc(CNS(=O)(=O)c3cccc(C(F)(F)F)c3)cc2)CC(C)O1 (centres undefined)
12) COc1cccc(C2(O)CCN(C(=O)C3CC3)CC2)c1

compound no.	7	8	9	10	11	12
CYP2C19 inhib	5	12	0	/	/	19
S1P2 blocker	11	1	13	-18	1	14
PostGolgi ctrl	15	1	0	/	/	1
DAT uptake mod	-0.84	1.4	-0.12	/	0.082	0.97
CYP2C19 activ	1	0.9	1	/	/	0.8
S1P2 ag	-5	-6	-4	-3	-10	-5
sEH act	13	-7	-7	4	-1	0
PostGolgi yeast	-5	14	10	/	/	-7
sEH inhibitor	-12	10	9	-3	4	-1

13) Cc1ccc(S(=O)(=O)N2CCN(C(=O)CCC(=O)NC3CCCc4ccccc43)CC2)cc1 (centres undefined)
14) Cc1cc(F)ccc1NCc1cccnc1
15) COc1ccc2c(c1)nc(SCC(=O)c1ccc(Br)s1)n2C
16) O=C(NC1CCCC1)C1CC1c1ccccc1 (centres undefined)
17) Cc1c(NC(=O)CN2CC(C)OC(C)C2)c(=O)n(-c2ccccc2)n1C (centres undefined)
18) COC(=O)[C@H](C)NC(=O)COc1ccccc1

compound no.	13	14	15	16	17	18
CYP2C19 inhib	24	50*	72*	73*	0	-2
S1P2 blocker	13	9	16	9	-4	-5
PostGolgi ctrl	2	5	6	4	13	10
DAT uptake mod	0.77	0.22	1.4	1.3	-0.56	-0.024
CYP2C19 activ	0.8	0.5	0.3	0.3	1	1
S1P2 ag	-6	-2	-4	-2	-3	-5
sEH act	1	1	11	5	-3	-1
PostGolgi yeast	-1	5	6	11	-9	-2
sEH inhibitor	0	0	-13	-6	1	2

19) Cc1noc(NS(=O)(=O)c2ccc(NC(=O)CS(=O)(=O)c3ccccc3)cc2)c1C
20) C=CCn1c(=O)c2ccccc2n2c(SCc3nc4ccccc4s3)nnc12
21) O=C(CSc1ccc2nnc(-c3cccc(F)c3)n2n1)NCC1CCCO1 (centres undefined)
22) COn1c(-n2nc(C)cc2C)nc2ccccc2c1=O
23) Cc1ccc(N(C(=O)CNC(=O)c2ccco2)C(C(=O)NCC2CCCO2)c2ccccc2)cc1 (centres undefined)
24) Cc1cc(N2CCN(c3ccccc3)CC2)nc(-c2ccccc2)n1

compound no.	19	20	21	22	23	24
CYP2C19 inhib	-8	62*	2	23	85*	86*
S1P2 blocker	4	-4	19	7	/	-3
PostGolgi ctrl	21	-2	16	4	-4	67*
DAT uptake mod	-0.42	3.6*	-0.46	-0.49	0.36	-0.63
CYP2C19 activ	1.1	0.4	1	0.8	0.1	0.1
S1P2 ag	-3	-3	-13	-7	/	-4
sEH act	3	-3	-2	6	/	16
PostGolgi yeast	0	-15	0	-19	-5	-1
sEH inhibitor	-3	2	3	-7	/	-17

25) CCCCCC(=O)Nc1ccccc1N1CCN(c2ccccc2)CC1
26) CCC(=O)N1CCCc2cc(S(=O)(=O)N3CCN(c4ccccn4)CC3)ccc21
27) CCC(=O)Nc1nc2ccccc2n1CCN1CCOCC1
28) c1ccc(Cn2nnc3c(NCCN4CCOCC4)ncnc32)cc1
29) CCOC(=O)N1CCC(NC(=O)c2sc3nc4n(c(=O)c3c2C)CCCC4)CC1
30) CN(Cc1ccccc1)S(=O)(=O)c1cccs1

compound no.	25	26	27	28	29	30
CYP2C19 inhib	9	50*	1	23	5	98*
S1P2 blocker	3	/	4	12	-37	8
PostGolgi ctrl	-5	-3	2	-4	4	9
DAT uptake mod	-0.88	1.5	/	1.2	0.15	0.093
CYP2C19 activ	0.9	0.5	1	0.8	0.9	0
S1P2 ag	-8	/	-8	-3	-5	-4
sEH act	6	/	4	15	-7	-1
PostGolgi yeast	17	-3	-5	3	4	4
sEH inhibitor	-8	/	-3	-17	8	1

Entries of single compounds from above. Values in the order: CYP2C19 inhib | S1P2 blocker | PostGolgi ctrl | DAT uptake mod | CYP2C19 activ | S1P2 ag | sEH act | PostGolgi yeast | sEH inhibitor
CCc1c(C)nc2ncnn2c1Nc1ccc(C(C)=O)cc1 is entered as 6 | -7 | -1 | -0.77 | 0.9 | -2 | 2 | -8 | 0
COc1cccc(C2(O)CCN(C(=O)C3CC3)CC2)c1 is entered as 19 | 14 | 1 | 0.97 | 0.8 | -5 | 0 | -7 | -1

Other results:
31) CCOC(=O)C1=C(C)N=C2c3ccccc3C(=O)C2C1c1ccc(C)cc1 (centres undefined)
32) CCCOc1ccc(S(=O)(=O)NCCN2CCOCC2)c2ccccc12
33) COc1ccc(N2CC(C(=O)NCc3ccccc3)CC2=O)cc1 (centres undefined)
34) CCOc1ccc(OCC)c(NC(=O)C(NS(=O)(=O)c2ccc3c(c2)oc(=O)n3C)C(C)C)c1 (centres undefined)
35) O=C(CSc1nc2ccccc2c(=O)[nH]1)c1ccccc1
36) CC1CCc2nn(CC(=O)NCCCN3CCCCC3)cc2C1 (centres undefined)

compound no.	31	32	33	34	35	36
CYP2C19 inhib	24	99*	4	21	/	0
S1P2 blocker	4	-17	/	2	-1	/
PostGolgi ctrl	-2	5	-1	2	/	-3
DAT uptake mod	1.6	0.45	-0.43	-0.65	-0.54	1.3
CYP2C19 activ	0.8	0	1	0.8	/	1
S1P2 ag	-7	-4	/	-2	-4	/
sEH act	11	6	/	13	2	11
PostGolgi yeast	-2	4	3	3	/	3
sEH inhibitor	-8	-8	/	-17	4	-6

37) C=CCc1cccc2cc(C(=O)NC3=C(C#N)CCC3)c(=O)oc12
38) CCOc1ccc(NS(=O)(=O)c2ccc(OC)c(C)c2)cc1
39) COC(=O)c1cc(Oc2ccc(C(=O)OC)cc2N)cc(C(=O)OC)c1
40) Clc1ccc(OCc2nnc(SCCN3CCCCC3)n2Cc2ccco2)cc1
41) O=C(O)c1cn(-c2ccccc2)nc1-c1ccc(Cl)cc1
42) CCOc1ccc2[nH]c(=O)c(CN(Cc3ccc(F)cc3)C(=O)c3ccco3)cc2c1

compound no.	37	38	39	40	41	42
CYP2C19 inhib	13	93*	38	-9	/	22
S1P2 blocker	28	-25	-9	/	2	5
PostGolgi ctrl	14	3	-5	-5	/	21
DAT uptake mod	-0.26	-1.4	0.25	3.3*	0.69	0.46
CYP2C19 activ	0.9	0.1	0.6	1.1	/	0.8
S1P2 ag	-7	-3	-3	/	-3	-8
sEH act	12	8	-11	/	1	-5
PostGolgi yeast	3	0	-11	-1	/	3
sEH inhibitor	-9	-11	13	/	4	4

43) CCN(CC)c1ncnc2c1ncn2Cc1c(Cl)cccc1Cl
44) CCOC(=O)C(NC(C)=O)(Nc1ccc(S(=O)(=O)Nc2onc(C)c2C)cc1)C(F)(F)F (centres undefined)
45) O=C(COC(=O)CCCSc1nc2ccccc2[nH]1)NC(=O)NC1CCCC1
46) O=C(CN1CCN(c2ccccn2)CC1)N1c2ccccc2CCc2ccccc21
47) COc1ccc(N2C(=O)CC(Nc3cccc(C(C)=O)c3)C2=O)cc1OC (centres undefined)
48) O=c1ccc(Oc2nc(N3CCCCC3)nc(N3CCCCC3)n2)n[nH]1

compound no.	43	44	45	46	47	48
CYP2C19 inhib	/	4	13	/	18	0
S1P2 blocker	-75	5	0	0	-31	-25
PostGolgi ctrl	/	-4	10	21	1	1
DAT uptake mod	-1.1	-0.37	0.0025	-0.58	1.4	1.2
CYP2C19 activ	/	1	0.9	/	0.8	1
S1P2 ag	19*	-8	-6	-11	-1	-4
sEH act	6	-4	-11	-11	14	0
PostGolgi yeast	/	35*	2	-4	0	2
sEH inhibitor	-6	2	12	13	-12	1

49) CCCN(CCC)CC(O)CN(c1ccccc1)S(=O)(=O)c1ccc(C)cc1 (centres undefined)
50) Cn1c2c(c(=O)n(C)c1=O)C(C(F)(F)F)(C(F)(F)F)N=C(c1ccc(Cl)cc1)N2
51) Cc1ccc(C(=O)CCNc2ccc(Cl)cc2)o1
52) CCCCCc1c(O)nc(SCC(=O)NCC2CCCO2)[nH]c1=O (centres undefined)
53) COc1cccc(C(=O)N2CCN(C(=O)c3cccc4ccccc34)CC2)c1OC
54) CCOc1ccc2[nH]c(=O)c(CN(CCc3ccccc3)C(=O)N3CCCC3)cc2c1

compound no.	49	50	51	52	53	54
CYP2C19 inhib	15	14	92*	/	10	9
S1P2 blocker	9	86*	2	9	-2	3
PostGolgi ctrl	8	68*	19	/	6	10
DAT uptake mod	-1.5	-3.1*	-0.68	-0.07	0.69	-0.77
CYP2C19 activ	0.8	0.9	0.1	/	0.9	0.9
S1P2 ag	-3	-8	-2	-12	-6	-3
sEH act	-9	12	-19	-3	-9	11
PostGolgi yeast	-3	47*	-4	/	7	2
sEH inhibitor	11	-10	19	1	9	-8

55) O=C(c1ccc2snnc2c1)N1CCCC1
56) CCCn1c(=O)[nH]c(=O)c2c1nc(-c1ccc(OC(F)F)cc1)n2CCN1CCOCC1
57) Cn1c(C(=O)N2CCCCCC2)cc2c(=O)n(C)c3ccccc3c21
58) CCOc1ccc(NC(=O)CCNS(=O)(=O)c2cccs2)cc1
59) COCCn1c(SCc2cccnc2)nnc1-c1c[nH]c2ccccc12
60) COc1cccc(/C=N/NC(=O)CSCC(=O)Nc2ccccc2)c1O
61) O=P(O)(c1ccc(Cl)cc1)c1ccc(Cl)cc1
62) O=C1CN2C(=Nc3ccc(Br)cc3C2c2ccccc2)CCN1 (centres undefined)
63) COc1cccc(CNc2nc3ccccc3n2CCN2CCCCC2)c1OC

compound no.	55	56	57	58	59	60	61	62	63
CYP2C19 inhib	28	28	35	66*	75*	10	27	9	/
S1P2 blocker	15	-6	1	0	8	10	21	1	12
PostGolgi ctrl	0	7	9	0	5	6	3	0	/
DAT uptake mod	-0.12	-0.18	0.95	0.027	-0.64	0.63	-1.2	-0.045	-1.2
CYP2C19 activ	0.7	0.7	0.6	0.3	0.2	0.9	0.7	0.9	/
S1P2 ag	-5	-5	0	-4	-2	-2	-5	2	-5
sEH act	8	13	/	16	/	14	17	12	-4
PostGolgi yeast	5	2	-7	14	3	1	4	-2	/
sEH inhibitor	-9	-14	/	-16	/	-16	-15	-12	4

Compounds as they come; about 24% have a hit in one of these screens.
